12-LOX inh = Primary qHTS assay for inhibitors of human arachidonate 12S-lipoxygenase (ALOX12): Round 2. Polyunsaturated fatty acid lipoxygenase ALOX12 (Homo sapiens), P18054. purified 12hLO, xylenol orange hydroperoxide absorbance. Potency, µM (doses to about 108 µM), for inactives: top-dose activity change, negative = inhibition, actives largely listed as inhibitors. 580,000 compounds, 1.1% hits. AID 1671190, 2021; active = well fitted inhibition curve with a large enough effect; inconclusive = small, poorly fitted or top-dose-only effect, or another doubt; inactive = no such curve, though single readings can be large or run the other way
Target sequence (P18054 whole entry, looked up): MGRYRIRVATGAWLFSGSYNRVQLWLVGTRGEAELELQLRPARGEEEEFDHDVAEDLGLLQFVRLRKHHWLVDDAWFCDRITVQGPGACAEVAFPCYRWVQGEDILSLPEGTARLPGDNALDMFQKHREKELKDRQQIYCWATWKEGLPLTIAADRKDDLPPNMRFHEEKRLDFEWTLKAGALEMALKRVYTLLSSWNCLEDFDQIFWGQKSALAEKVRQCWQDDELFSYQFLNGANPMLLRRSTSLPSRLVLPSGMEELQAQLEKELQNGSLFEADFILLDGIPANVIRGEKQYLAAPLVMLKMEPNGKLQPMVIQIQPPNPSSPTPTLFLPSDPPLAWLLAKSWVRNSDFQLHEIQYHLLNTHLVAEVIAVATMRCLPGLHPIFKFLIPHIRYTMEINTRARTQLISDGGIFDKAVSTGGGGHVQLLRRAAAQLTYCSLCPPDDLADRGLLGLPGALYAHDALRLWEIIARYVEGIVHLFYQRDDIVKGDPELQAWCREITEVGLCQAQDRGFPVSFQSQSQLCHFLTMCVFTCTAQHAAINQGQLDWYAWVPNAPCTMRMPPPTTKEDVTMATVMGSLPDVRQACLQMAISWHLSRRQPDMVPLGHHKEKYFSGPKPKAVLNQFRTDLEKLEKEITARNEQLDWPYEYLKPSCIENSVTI
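Purified human 12hLO (150 nM final) in 25 mM Hepes, 0.01% Triton X-100, pH 7.0 was preincubated 15 min at room temperature with compound. Then 40 uM arachidonic acid was added, 30 min. Hydroperoxide was read by Fe-XO absorbance ratio 573/405 nm.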
The depositor's hits bear a star; u = inconclusive; [ ] = dose if it differs, or a comment. % is scaled to controls: 0 for no effect and ±100 for the full control effect; potency is read from the fitted curve at half-maximal effect. The list is partial. The share of hits here may be higher or lower than overall.

SMILES	12-LOX inh
O=S(=O)(Cc1ccc(F)cc1Cl)CC(O)c1ccccc1 (stereo not drawn)	-18%
O=C(c1ccccc1Cl)N1CCC(c2nc(-c3cccnn3)no2)CC1	32%
O=C(c1ccc(N2CC3CC(C2)[C@H]2CCCC(=O)N2C3)nc1)N1CCc2ccccc21 (stereo partly drawn)	43%[activator]
CCCCCCOc1ccc(-c2ccc(C(=O)O)cc2)cc1	-19%
Cc1cc(C[C@@H]2COC[C@@H]2NC(=O)c2sc3nc[nH]c(=O)c3c2C)on1	2%
O=C1CCN(C(=O)[C@@H]2CCCN2S(=O)(=O)c2ccccc2)CCCCCCN1	48%[activator]
CN1c2cc(C(=O)Nc3ccc4c(c3)CCC4)ccc2C(=O)N2CCCCCC21 (stereo not drawn)	u
COC[C@@H]1CN(C(=O)c2cn3ccccc3n2)C[C@H]1c1nc(C)no1	13%
O=C(Cc1cccc(Cl)c1)N1CCNc2cnc(Nc3cccc(C(F)(F)F)c3)nc2C1	u
CC(C)C[C@H](NC(=O)[C@@H]1C[C@H](NC(=O)c2cccn2C)CN1C(=O)c1cccn1C)C(N)=O	3%
CN(c1cc(=O)c2ccnc(-c3ccc([S+](C)(=O)[O-])cc3)c2o1)C1CCOCC1	-23%[176 µM]
Cn1nccc1-c1cccc(-c2nc(N3CCOCC3)n(C)n2)c1	-29%
CNC(=O)[C@@H](C1CC1)N1CCC[C@H]1C(=O)NCc1ccccn1	106%[activator][176 µM]
COc1ccc2cc(C(=O)N(C)Cc3ccc(C(N)=O)cc3)[nH]c2c1	-8%
N#Cc1ccc(CN2CCC3(CNc4ccccc4[S+](=O)([O-])N3)C2)cc1 (stereo not drawn)	35%[activator]
COc1cccc(C(=O)N2CCC3(CC2)OCC(C(=O)N2CCCC2)N3C(=O)c2ccccc2)c1 (stereo not drawn)	6%
c1cn(-c2ccc(N3CCCCCC3)nc2)c(-c2cc3n(n2)CCCNC3)n1	53%[activator]
CCCCn1c(=O)[nH]c(=O)c2c1nc(COC(=O)C1CC1)n2C	-2%
CCCS(=O)(=O)Nc1ccc([C@H]2OCC(=O)N(CC(=O)N(C)C)[C@@H]2CO)cc1	-2%[176 µM]
Cc1ccc(/C=N/Nc2ccc(S(=O)(=O)Nc3ccccc3C(=O)O)cc2[N+](=O)[O-])o1	14µM*
CC1CSc2ccc(S(=O)(=O)NC3CCN(Cc4ccccc4)CC3)cc2NC1=O (stereo not drawn)	0%
Cc1ccc(C)c(Sc2ccc(NC(=O)C3CCC(C(C)(C)C)CC3)cc2)c1 (stereo not drawn)	9%
O=C(NCC(F)(F)F)c1nc2sccn2c1Br	27%[176 µM]
CN1CCN(S(=O)(=O)c2ccc(N3CCN(c4cccc(Cl)c4)CC3)nc2)CC1	34%
O=C(N1CCC(N[S+](=O)([O-])c2cccnc2)CC1)N1CC2CC(C1)[C@H]1CCCC(=O)N1C2 (stereo partly drawn)	16%
SMILES	12-LOX inh
CC(=O)NNC(N)=S	u
COCC(=O)N1CCC(Oc2nccnc2N2CCOCC2)C1 (stereo not drawn)	14%
CCCCn1c(=O)[nH]c(=O)c2c1nc(CNc1cccc(F)c1)n2C	-5%
COc1ccc(CNC(=O)c2ccc3c(c2)NC(=O)CCS3)cc1	u
Cn1cnc(S(=O)(=O)N2CCCN(CC3CCCCC3)CCNC(=O)CC2c2ccccc2)c1 (stereo not drawn)	64%[activator]
COc1cccc(CNC(=O)c2ccc(Oc3ccccc3)cc2)c1	-9%
Cc1ccc(CN(C)C(=O)c2cc(Br)ccc2O)c(C)c1	u
Cc1ccc(OCc2cc(C(=O)N(C)Cc3ccccn3)no2)cn1	25%
CN1CCCCCC(O)c2cc(C(=O)NCc3cccc(C(F)(F)F)c3)ccc21 (stereo not drawn)	45%[activator]
COc1ccc(OC)c(C2CCCN2C(=O)NCCn2ccnc2)c1 (stereo not drawn)	u
CCC1(CC)CC1C(=O)N1CCC2(CC1)Nc1ccccc1NC2=O (stereo not drawn)	-6%
Cc1cccc(NCC(=O)NC(=O)NCc2ccccc2)c1C(N)=O	u
Cc1ccc([S+](=O)([O-])c2nnn3c2nc(NC2CC2)c2ccccc23)cc1	3%[6.33 µM]
CCOC(=O)c1cnc2nc(-c3ccccc3)nn2c1C	u
COc1ccc(-c2ocnc2C(=O)Nc2ccc(Cl)cc2)cc1OC	1%
Cc1cc(-n2c(C)cc(C(=O)CSc3nnc(C(C)Oc4ccccc4F)o3)c2C)no1 (stereo not drawn)	5%
Cn1ncc(CN2CCCC23CCN(c2ccc(C(F)(F)F)cn2)CC3)c1C1CC1	53%[activator]
COc1ccc(C2Cn3nnc(C(=O)N4CCC(C(=O)NCc5ccc(F)cc5)CC4)c3CO2)cc1 (stereo not drawn)	30%
Cn1cccc1CN1CCC2(CC1)CN[S+](=O)([O-])c1ccccc1N2	5%
CCOC(=O)c1nc(Nc2ccc(OCC)cc2)c2ccccc2n1	51%[activator]
Cc1ccc(NC(=O)N2CCCCCCN(C)C(=O)CC2)cc1C	20%
c1ccc(Nc2cc3c(cn2)CN(Cc2cnc[nH]2)CCN3)cc1	94%[activator][176 µM]
Cc1cn2nnc(C(=O)N3CCC(C(=O)Nc4ccc(C)c(Cl)c4)CC3)c2c(=O)[nH]1	24%
Cc1cccc([C@H]2C[C@@H](O)[C@@H](O)[C@@H]2NC(=O)c2ccccc2)c1	40%[activator][176 µM]
C#CCN1CC(N(C)CCOC(=O)c2ccc([N+](=O)[O-])cc2)CS1(=O)=O (stereo not drawn)	21%

Look-ups from above:
O=C(NCC(F)(F)F)c1nc2sccn2c1Br in 12-LOX inh shows 27%[176 µM]
COc1ccc(C2Cn3nnc(C(=O)N4CCC(C(=O)NCc5ccc(F)cc5)CC4)c3CO2)cc1 (stereo not drawn) in 12-LOX inh shows 30%
Cn1ncc(CN2CCCC23CCN(c2ccc(C(F)(F)F)cn2)CC3)c1C1CC1 in 12-LOX inh shows 53%[activator]

Six structures already listed, sorted by number of heavy atoms, smallest number first.
SMILES	12-LOX inh
CC(=O)NNC(N)=S	u
CCOC(=O)c1cnc2nc(-c3ccccc3)nn2c1C	u
COc1ccc(CNC(=O)c2ccc3c(c2)NC(=O)CCS3)cc1	u
COc1ccc(-c2ocnc2C(=O)Nc2ccc(Cl)cc2)cc1OC	1%
Cn1cnc(S(=O)(=O)N2CCCN(CC3CCCCC3)CCNC(=O)CC2c2ccccc2)c1 (stereo not drawn)	64%[activator]
COc1ccc(C2Cn3nnc(C(=O)N4CCC(C(=O)NCc5ccc(F)cc5)CC4)c3CO2)cc1 (stereo not drawn)	30%

(cont.)
SMILES	12-LOX inh
CC1(C(=O)NCc2ccccc2)CN(Cc2ccccc2)Cc2ccc(N3CCOCC3)nc21 (stereo not drawn)	53%[activator]
Cc1ccc(C(=O)NCCc2nnc3n2CCN(Cc2cc(C)cc(C)c2)CC3)cc1	-3%
CCC(=O)N1CCc2sc(C(=O)NCc3ccc(C)cc3)cc2C1	3%
O=C(C[C@@H]1O[C@H](CNS(=O)(=O)c2ccc(Cl)cc2)[C@@H](O)[C@H]1O)N1CCN(c2ccc(F)cc2)CC1	u
O=C([C@H]1C[C@H](Oc2ccccc2)CN1C(=O)NCc1ccc(F)cc1)N1CCOCC1	22%
O=C(Cc1ccccc1)Nc1ccnn1C1CCN(Cc2cccn2-c2ccccn2)CC1	22%
c1ccc(COc2ccc3[nH]ccc3c2)cc1	u
CCNC(=O)N1CC2CC(C1)[C@H]1CCCC(=O)N1C2 (stereo partly drawn)	40%[activator]
O=[S+]1([O-])NC2(CCN(Cc3ccc(Cl)s3)CC2)COc2ccccc21	8%[6.33 µM]
CC(C)(C)c1ccc(-c2nc(C#N)c(NCc3ccco3)o2)cc1	-20%
O=C(Cc1ccccc1Cl)N1CC=C(c2c[nH]c3ncccc23)CC1	u
CCOC(=O)/C(=C/c1ccc(Cl)s1)c1nccn1C	-10%
O=C(O)CC(NC(=O)c1ccccc1F)c1ccc(OC2CCCC2)cc1 (stereo not drawn)	20%
Cn1c(SCC2CCCO2)nnc1C1CCN(Cc2ccco2)CC1 (stereo not drawn)	11%
S=C(NCc1ccccc1)NC1CCCC1	u
CC1(c2ccccc2)CCCN(C(=O)c2cnc(-c3cccnc3)nc2)C1 (stereo not drawn)	-6%
CC(C)NC(=O)c1ccc(Cl)c(Cl)c1	15%
COc1cccc(C(=O)N(C)Cc2ccc(-c3ccccc3)cc2)c1	u
O=C(NCc1ccc2c(c1)OCO2)[C@H]1[C@H](CO)[C@H]2Cn3c(cccc3=O)[C@@H]1N2Cc1ccccc1	-21%
COCCN(Cc1cccs1)C(=O)COc1ccc2c(C)cc(=O)oc2c1	u
CC(=O)NC1CCN(Cc2cn(-c3ccc(C)cc3)nc2-c2cccc(C)c2)C1 (stereo not drawn)	12%
Cc1ncccc1C(=O)N1CCC(Oc2ccc(-c3noc(-c4ccccc4)n3)cc2)C1 (stereo not drawn)	u
COC[C@H]1CCCN1C(=O)[C@@H](C)C1CC[C@@]2(C)CC[C@H](NC(=O)Cc3ccccc3)[C@@H](C)[C@@H]2[C@H]1O (stereo partly drawn)	55%[activator]
O=C(c1ccno1)N1C[C@@H](F)[C@@H](OCc2nc3ccc(F)cc3[nH]2)C1	13%[176 µM]
O=C1NCCCCCCN(Cc2ccc(F)c(F)c2)[C@H]2CCC[C@@H]12	147%[activator]

Compounds from the list above with two or more sulfur atoms (2):
SMILES	12-LOX inh
CC1CSc2ccc(S(=O)(=O)NC3CCN(Cc4ccccc4)CC3)cc2NC1=O (stereo not drawn)	0%
O=[S+]1([O-])NC2(CCN(Cc3ccc(Cl)s3)CC2)COc2ccccc21	8%[6.33 µM]

Quoted at random: 5 entries already listed, in no set order.
SMILES	12-LOX inh
O=C(NCC(F)(F)F)c1nc2sccn2c1Br	27%[176 µM]
CCC1(CC)CC1C(=O)N1CCC2(CC1)Nc1ccccc1NC2=O (stereo not drawn)	-6%
O=C(NCc1ccc2c(c1)OCO2)[C@H]1[C@H](CO)[C@H]2Cn3c(cccc3=O)[C@@H]1N2Cc1ccccc1	-21%
CC(C)C[C@H](NC(=O)[C@@H]1C[C@H](NC(=O)c2cccn2C)CN1C(=O)c1cccn1C)C(N)=O	3%
Cc1ccc(C(=O)NCCc2nnc3n2CCN(Cc2cc(C)cc(C)c2)CC3)cc1	-3%

(cont.)
SMILES	12-LOX inh
N#Cc1cc(C(=O)c2cc(F)ccc2O)cn(-c2ccccc2C(=O)O)c1=O	u
Cn1c(=O)c2c(nc(Br)n2CC(=O)c2ccc(Cl)cc2)n(C)c1=O	u
COc1ccc(-c2nc(-c3ccc(F)cc3)cs2)cc1	-26%
O=C1Nc2cc(Cl)ccc2C(=O)N2C[C@H](O)C[C@@H]12	49%[activator][176 µM]
CC(C)C(=O)Nc1ccc(I)cc1Cl	u
CC(C)Oc1ccc(C(=O)NC2CCN(c3cnn(C)c(=O)c3)CC2)cc1	39%[activator]
Cc1nonc1OCCNC1CCC2(CCNCC2)CC1	-26%
COc1cc2c(cc1OC)C(CNC(=O)CC(C)C)N(C(=O)Nc1cccc(C)c1)CC2 (stereo not drawn)	23%
CCCn1nc(C)cc1CN(CC)C(=O)C1CCN(c2cnn(C)c(=O)c2)C1 (stereo not drawn)	-6%
CN1CCN(c2nc3c(c(=O)[nH]2)CCN(Cc2ccccc2Br)CC3)CC1	20%
Cc1ccc2cccc(NC(=O)C(C)Oc3ccc(Cl)c(C)c3)c2n1 (stereo not drawn)	5%
COc1c(F)ccc(C(=O)N2CCC3(CCCNC3)C2)c1F (stereo not drawn)	12%
COc1cc(NC(=O)[C@H]2CC[C@H]3CO[C@](C)(NC(=O)c4cnccn4)C(=O)N32)ccc1F	9%
COC(=O)[C@@]1(Cc2ccc(OC)cc2)[C@H]2c3cc(C(=O)N4CCCC4)n(C[C@H](O)CO)c3C[C@H]2CN1C(=O)c1ccccc1	-3%
CC(=O)N[C@@H]1C[C@H](Cn2cc(CN3CCS(=O)(=O)CC3)nn2)[C@@H](O)[C@H]1O	111%[activator]
O=C(NC1CCCCCC1)c1csc(N2CCN(c3ccccc3)CC2)n1	-17%
CN1CCN(c2nc3c(c(=O)[nH]2)CCN(Cc2ccc(Cl)cc2)CC3)CC1	18%
O=C(c1cncc(Cl)c1)N1CCC(c2nn(-c3ccc(F)cc3)c(=O)[nH]2)CC1	16%
O=C(Cc1cccnc1)N1CCc2onc(-c3ccc(F)c(F)c3)c2C1	27%
O=C(Nc1ccccc1Br)c1cnn2c(C(F)F)cc(C3CC3)nc12	4%

Assay outcomes: PubChem, National Center for Advancing Translational Sciences (NCATS)
